Compound activity (PubChem)
SIRT5 block: blocks human SIRT5 desuccinylation of peptide; actives 1.1% (n = 330,000); inhibition, % at 15 µM; Purified SirT5, succinyl-peptide AMC, trypsin-coupled fluorescence; AID 652115; in the data active means inhibition above about 15%; inconclusive means no clear call, values can overlap the other calls
Target sequence (Q9NXA8 whole entry, looked up): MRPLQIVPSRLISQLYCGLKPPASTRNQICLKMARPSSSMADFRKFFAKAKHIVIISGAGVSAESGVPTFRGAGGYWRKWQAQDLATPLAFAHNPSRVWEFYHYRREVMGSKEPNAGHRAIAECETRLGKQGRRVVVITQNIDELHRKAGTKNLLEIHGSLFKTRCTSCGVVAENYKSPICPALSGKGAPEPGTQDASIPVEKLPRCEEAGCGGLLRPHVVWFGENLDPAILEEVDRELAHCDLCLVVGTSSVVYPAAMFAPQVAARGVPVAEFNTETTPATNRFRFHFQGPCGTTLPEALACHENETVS
ERp5 block: ERp5 (human) disulfide isomerase inhibition. Q15084. actives 0.05% (n = 350,000). ERp5 insulin aggregation, absorbance 650 nm, 90 min. AID 651711. inhibition, % at 9.99 µM;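 active means mean replicate inhibition above about 25%, with every replicate also reaching it, limit read from the data, passing the limit was not always enough; inconclusive means only one of those two criteria met; inactive means neither criterion met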
Target sequence (Q15084 whole entry, looked up): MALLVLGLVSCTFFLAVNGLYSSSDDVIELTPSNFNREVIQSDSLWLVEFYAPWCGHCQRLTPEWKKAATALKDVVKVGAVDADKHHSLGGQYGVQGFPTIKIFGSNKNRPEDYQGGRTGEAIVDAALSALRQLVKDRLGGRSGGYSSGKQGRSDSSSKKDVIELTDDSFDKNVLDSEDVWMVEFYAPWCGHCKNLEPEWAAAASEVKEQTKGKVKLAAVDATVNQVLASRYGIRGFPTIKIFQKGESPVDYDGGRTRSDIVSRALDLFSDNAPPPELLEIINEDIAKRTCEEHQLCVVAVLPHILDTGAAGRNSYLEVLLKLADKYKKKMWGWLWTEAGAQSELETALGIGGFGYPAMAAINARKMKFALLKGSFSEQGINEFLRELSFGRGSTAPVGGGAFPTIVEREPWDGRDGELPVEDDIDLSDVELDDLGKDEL
DENV2 CPE rescue: inhibitors of DENV2 cytopathic effect; CPE inhibition, % at 9.99 µM; actives 1.7% (n = 350,000); DENV2-infected cells, cytopathic effect rescue, plate reader; in the data active means CPE inhibition above about 20%, passing the limit was not always enough; inconclusive means no clear call, values can overlap the other calls; tested in BHK-21 cells;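 further: 0% = median of neutral control wells and 100% = median of positive control wells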
E-sel inducer: induces E-selectin expression in human endothelial cells | HUVEC E-selectin immunofluorescence imaging; normalized: neutral wells 0, TNF-alpha wells 100 | activation, % at 7.58 µM | actives 0.37% (n = 260,000) | AID 686992;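 active means mean E-selectin-positive cell signal at least 10% of the positive control, reached in at least 60% of replicates, without over 20% cell loss; inconclusive means no rule given, readout overlaps actives, possibly toxicity-flagged; inactive means the rest, including those meeting only one limit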;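 further: in these data hits start at about 27%; measured in HUVEC primary endothelial cells; signal is the percent of cells scored E-selectin positive by PE staining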
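Test system – human umbilical vein endothelial cells (HUVEC), E-selectin induction · Input – 3,000 HUVEC seeded per well · Buffer or medium – EGM-2, gelatin · Compound dosing – single-point compound dose · Detection – immunofluorescence imaging · Measure – percent E-selectin-positive cells · Controls – TNF-alpha high, DMSO low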
S100A4 inh HTS: inhibitors of human S100A4 binding to myosin IIA peptide; S100A4/TAMRA-MyoIIA peptide fluorescence polarization; actives 0.14% (n = 360,000); inhibition, % at 10.7 µM; P26447; AID 652163;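 active means mean inhibition of at least 70% across replicates, with every replicate also reaching that level; inconclusive means mean inhibition reaches 70% but some replicates fall short; inactive means mean inhibition below 70%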
Target sequence (P26447 whole entry, looked up): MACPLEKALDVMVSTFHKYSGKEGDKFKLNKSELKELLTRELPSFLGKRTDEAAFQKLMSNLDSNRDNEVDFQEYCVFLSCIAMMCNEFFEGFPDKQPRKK
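Assay system: human S100A4 monomer with TAMRA-labelled myosin IIA peptide / Buffer or medium: Calcium-containing HEPES buffer, pH 7.2 / Reagent: TAMRA-labelled myosin IIA heavy-chain peptide probe, 5 nM / Compound: one dose per compound / Timing: polarization read 5 min after assay mix addition, stable 5–60 min / Benchmarks: neutral control DMSO, positive control TFP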
PglD DTNB: PglD (C. jejuni) enzyme inhibition; purified PglD enzyme, DTNB colorimetric CoA detection; inhibition, % at 12.5 µM; actives 0.098% (n = 360,000); AID 602405; in the data active means inhibition above about 16%, passing the limit was not always enough; inconclusive means no clear call, values can overlap the other calls; further: strong numbers were not always called active
C2C12 statin: suppression of simvastatin myotoxicity; C2C12 myotubes + simvastatin, ATP luminescence, 48 h; scaled: DMSO 0, geranylgeraniol control 100; actives 0.78% (n = 330,000); rescue of ATP level, % at 7.49 µM;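 active means mean ATP rescue above about 67%, or every replicate alone reaching that limit, limit read from the data, passing the limit was not always enough; inconclusive means no clear call, values can overlap the other calls; inactive means mean under the limit and some replicate under it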;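 further: myotubes were challenged with 10 µM simvastatin during compound exposure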
Starred values were filed as active, the others as inactive; ? = inconclusive; / = not tested or not shown; & = joins results of further samples.

canonical_smiles	SIRT5 block	ERp5 block	DENV2 CPE rescue	E-sel inducer	S100A4 inh HTS	PglD DTNB	C2C12 statin
O=C(O)CCN1C(=O)c2ccc(NC(=O)CSCc3ccccc3)cc2C1=O	-1	4	-3	0.1	-8	/	/
Cc1ccn2c(NCc3ccccc3)c(-c3cccc(SC4CCCCC4)c3)nc2c1	-5	7&5	-2&20	0.0&-0.1	-1&-6	2	-5
O=C(Nc1ccccn1)c1ccc(S(=O)(=O)N2CCCC2)cc1	0	-4	-14	/	8	/	/
C[C@@H]1CN([C@H](C)CO)C(=O)c2cc(NC(=O)CCCN(C)C)ccc2O[C@@H](C)CCCCO[C@@H]1CN(C)S(=O)(=O)c1ccc(F)cc1	1	1	5	-0.3	0	-1	/
COc1ccc(-n2c(SCC(=O)NCC3CCCO3)nc3c(c2=O)SCC3)cc1OC (configuration not stated)	2	6	1	-0.1	?	-2	/
COc1ccc(-c2coc3c(C(=O)NCc4cccs4)cccc23)c(C)c1	-3	1	-4	-0.4	20	4	6
CCOC(=O)c1c(C)[nH]c(C(=O)/C(C#N)=C/c2ccc(OC(F)F)c(OC)c2)c1C	-4	-5	3	1.3	-23	/	/
COC(=O)c1c(C)[nH]c(/C=N/Nc2ccccc2)c1C	1	2	-1	/	-5	3	/
CC(C)N(CCCNC(=O)c1ccc(CS(=O)(=O)c2c(Cl)cccc2Cl)o1)Cc1ccccc1	-3	0	2	/	12	2	-13
CC(C)N(C[C@@H]1CSCCS(=O)(=O)N1)C1CCCCC1	-3	-4	-5	/	-1	/	/
NC(CSC1(c2ccc(Cl)cc2)c2ccccc2-c2ccccc21)C(=O)O (configuration not stated)	/	3	3	0.0	-3	/	/
COc1ccc(OCc2ccc(/C=N\NC(=O)c3sccc3C)o2)cc1	0	7	?	-0.3	6	2	/
CC(Oc1ccccc1)C(=O)N1CCC2(CC1)Oc1ccc(F)cc1C(=O)C21CC(c2ccccc2)=NO1 (configuration not stated)	/	6	-3	-0.1	10	-3	-2
O=C(NC1CC1)c1cccc(S(=O)(=O)Nc2ccccc2F)c1	1	-5	?	3.0	-5	-5	6
Cc1c(Cl)cccc1NC(=S)N1CCN(c2ccc([N+](=O)[O-])cn2)CC1	-2	0	-1	0.1	-8	/	/
COc1ccc(CN(C)C[C@@H]2Oc3ccc(NC(=O)Nc4ccc(F)cc4)cc3CC(=O)N([C@@H](C)CO)C[C@@H]2C)cc1	2	2	3	62*	4	2	-5
CCOC(=O)N1CCc2c(sc(NC(=O)Cc3ccccc3)c2C(=O)c2ccc(OC)cc2)C1	1	3	-7	0.6	5	-6	3
CCCCN(C)CCCNC(=O)c1cn(CC)c2ccc(S(=O)(=O)N3CCOCC3)cc2c1=O	8	5	0	0.1	16	3	-2
CC(=O)Nc1ccc(NC(=O)CSc2nc(=O)n(Cc3ccncc3)c3c2CCC3)cc1	-4	4	5	-0.3	0	-3	0
NCC[C@H]1CC[C@@H](NC(=O)C2CC2)[C@H](CO)O1	-1	4	-3	-0.1	7	/	/

2 of the compounds above, field by field:
SMILES: Cc1c(Cl)cccc1NC(=S)N1CCN(c2ccc([N+](=O)[O-])cn2)CC1
- SIRT5 block: -2
- ERp5 block: 0
- DENV2 CPE rescue: -1
- E-sel inducer: 0.1
- S100A4 inh HTS: -8
- PglD DTNB: /
- C2C12 statin: /

SMILES: COc1ccc(CN(C)C[C@@H]2Oc3ccc(NC(=O)Nc4ccc(F)cc4)cc3CC(=O)N([C@@H](C)CO)C[C@@H]2C)cc1
- SIRT5 block: 2
- ERp5 block: 2
- DENV2 CPE rescue: 3
- E-sel inducer: 62*
- S100A4 inh HTS: 4
- PglD DTNB: 2
- C2C12 statin: -5

Next compounds
canonical_smiles	SIRT5 block	ERp5 block	DENV2 CPE rescue	E-sel inducer	S100A4 inh HTS	PglD DTNB	C2C12 statin
CC[C@H]1C(c2ccc(F)cc2)=NN(c2ccccc2)[C@@H]1CO	-5	5	3	13	-2	-5	2
C[C@@H]1CN([C@H](C)CO)C(=O)c2cccc(NC(=O)CCCCCC(=O)Nc3ccccc3N)c2O[C@@H]1CN(C)S(=O)(=O)c1cn(C)cn1	/	7	-7	391*	-6	/	/
C[C@H]1CN([C@@H](C)CO)C(=O)CCCn2cc(nn2)CO[C@H]1CN(C)Cc1ccc(C(=O)Nc2ccccc2N)cc1	3	-1	18	0.5	12	5	10
Cc1ccc2cc(CN(CC3CCCO3)C(=S)Nc3ccccc3)c(=O)[nH]c2c1 (configuration not stated)	1	?	-4	/	-3	/	/
Cn1nccc1NC(=O)NC(=O)c1c(Cl)cccc1Cl	0	3	1	2.9	-4	/	/
CNC(=O)c1c(NC(=O)c2cccc(N3C(=O)CCC3=O)c2)sc2c1CCCC2	5	-1	1	3.4	29	1	/
O=C(Cc1cccs1)Nc1ccc2c(c1)C(=O)OC2	-1	-80	6	/	1	/	12
O=C(Nc1ccccn1)c1cc(-c2cccnc2)nc2ccc(Br)cc12	-1	-3	17	0.3	1	/	/
COc1ccc(S(=O)(=O)N(C)C[C@@H]2OCCCC[C@@H](C)Oc3ccc(NS(=O)(=O)c4cccs4)cc3C(=O)N([C@H](C)CO)C[C@@H]2C)cc1	0&1	0&-1	-1&-12	-0.1	-1&3	0&1	-1
O=C(C[C@H]1CC[C@H](NC(=O)Nc2cc(F)ccc2F)[C@H](CO)O1)Nc1ccc(-c2ccccc2)cc1	3	1	10	11	-1	-1	6
O=C1CCCN1CCCNc1ncnc2c1cnn2-c1ccc(Cl)cc1	-2	3	2	0.1	2	-5	65
COc1ccc(S(=O)(=O)N2CC[C@@H]3[C@H]2c2cc(-c4ccc(F)cc4)ccc2N(C)[C@H]3CO)cc1	/	/	/	-0.1	/	-6	1
COc1ccc(-n2c(SCC(=O)/C(C#N)=C(\C)N)nc3ccccc3c2=O)cc1OC	-2	-4	4	1.0	2	/	/
Cc1cc(C(=O)N/N=C/c2c[nH]c3ccccc23)cs1	3	-2	10	1.9	0	/	/
CCOc1ccccc1N(C(=O)c1snc(C(N)=O)c1N)C(C(=O)NCc1ccccc1)c1ccc(O)cc1 (configuration not stated)	0	0	2	-0.2	5	1	-15
COc1ccc(NC(=O)Nc2c(C)n(C)n(-c3ccccc3)c2=O)cc1OC	-2	2	-1	0.2	0	-3	/
CCCCNC(=S)NNC(=O)c1cc(C)on1	5	2	-1	/	4	0	20
O=C(NCC[C@H]1CC[C@@H](NC(=O)C2CCCC2)[C@@H](CO)O1)c1ccc(F)cc1	1	6	13	-0.5	-2	0	0
COCCn1c(SCC(=O)c2[nH]c(C)c(C(C)=O)c2C)nc2ccccc2c1=O	-1	-2	1	-0.1	0	-2	-38
CCc1ccccc1NC(=S)N1CCC(NC(=O)c2ccc(OC)cc2)CC1	0	-3	7	/	7	/	/
CCOc1ccc(S(=O)(=O)N/N=C(\C)Cc2ccc(OC)cc2)cc1	-3	2	-2	-0.1	1	0	1
COc1ccc(NC(=O)N(C)C[C@H]2OCCCC[C@@H](C)Oc3ccc(NC(=O)Nc4ccc(F)cc4)cc3C(=O)N([C@@H](C)CO)C[C@H]2C)cc1	0	1	9	-0.2	6	-1	/
CC(C)(C)c1ccc(CC(=O)N2CCC2(C)C(=O)Nc2ccc(F)cc2F)cc1 (configuration not stated)	/	-5	1	1.5	-1	1	-3
COc1ccc(S(=O)(=O)NC(C)C(=O)N2CCCC2)cc1C (configuration not stated)	0	3	7	/	1	3	-2
CCCCCC(=O)NC(Cc1ccc(OC)c([N+](=O)[O-])c1)C(=O)O (configuration not stated)	-4	0	0	/	-2	/	/
CCCCn1c2ccccc2c2nnc(SCCN3CCCCC3)nc21	-8	2	0	3.7	-2	1	-4
C[C@H](CO)N1C[C@H](C)[C@H](CN(C)CC2CCCCC2)Oc2c(NS(=O)(=O)c3ccc(F)cc3)cccc2C1=O	0	-4	5	0.7	3	4	1
CCCOc1ccc(-c2c(C(=O)N/N=C(\C)c3cccnc3)nnn2-c2nonc2N)cc1	-11	-8	7	/	-1	4	0
O=C(C[C@@H]1C=C[C@H](NC(=O)Nc2ccc(C(F)(F)F)cc2)[C@H](CO)O1)NCc1ccccn1	4	-1	6	0.6	19	2	8
CC[n+]1c(/C=C/c2c[nH]c3ccccc23)ccc2cc(C)ccc21	12	7	10	/	129*	/	/
C[C@H]1CN([C@@H](C)CO)C(=O)c2cc(NC(=O)CCC(F)(F)F)ccc2O[C@H]1CN(C)C(=O)Nc1ccc(F)cc1	-1	1	5	0.4	-1	-8	12
O=C(Nc1nnc(C2=COCCO2)o1)c1ccc([N+](=O)[O-])s1	6	10	2	-4.3	-2	-3	-10
COc1ccc(-c2nc3ccc(Br)cn3c2Cc2ccccc2)cc1OC	0	0	4	-0.1	-10	1	6
O=C(NCC1CCCO1)/C(=C\c1cccs1)NC(=O)c1ccccc1 (configuration not stated)	-2	3	3	2.3	16	0	/
Cc1ccc(S(=O)(=O)NCC(=O)N/N=C/c2ccccc2O)cc1	/	-10	0	/	-6	-1	5
CCN(CC)C(=O)[C@H]1C[C@H](CC(=O)NCc2ccco2)C(=O)N2CCc3c([nH]c4cc(-c5ccco5)ccc34)[C@]12C	-4	-2	-6	/	-2	2	-26
CC(C)C#Cc1ccc([C@H]2[C@@H](CO)N3CCCCN(CC4CC4)C[C@H]23)cc1	-4	2	0	-0.5	-8	1	/
O=C(CSc1ccccc1)Nc1ccc(S(=O)(=O)Nc2ncccn2)cc1	5	-1	-8	0.3	-1	2	1
Cc1cccc(C)c1NC(=O)CN(C)C(=O)c1ccccc1OCc1ccc(F)cc1	-1	2	/	0.1	1	5	8
CCCCN(CC)C(=O)Cn1ncc2c1-c1cc(C)ccc1OC2	3	-2	2	-0.1	-1	2	4
Cc1cccc(C(=O)N[C@H](C(=O)Nc2nc3ccc(S(C)(=O)=O)cc3s2)C(C)C)c1	-3	3	8	-0.9	-1	/	/
C[C@@H]1CN(C2CCN(Cc3nc(C(c4ccccc4)c4ccccc4)no3)CC2)C[C@H](C)O1	-2	0	6	/	-3	/	-6
C[C@@]12C(=O)N(CC3CCCO3)CC(=O)N1[C@H]1c3cc(Cl)ccc3OC[C@@H]1[C@@H]2c1ccccc1 (some centres not stated)	/	3	4	-0.1	-1	2	-2
CC(=O)C1=C(O)C(=O)N(Cc2ccccc2)C1c1ccc(Br)cc1 (configuration not stated)	-4	1	3	-0.3	-9	-8	-3

These rows are one share of the data (hit frequency here may not be typical).
